LAP4-GFP MLPCN: modulators of LAP4-GFP expression in yeast, primary screen, S. cerevisiae, multiplex flow cytometry, MLPCN library | 3 h; median GFP as percent of DMSO wells | GFP response vs DMSO, % at 10 µM | 320,000 compounds, 0.34% hits | AID 2023, 2009;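 active means GFP response vs DMSO above a set limit, about the screen mean plus 3 SD, cut at about 150% in these data; inconclusive means under 70 cell events counted for the yeast strain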
MEP2 TOR yeast: modulators of MEP2-GFP levels in yeast, primary screen, S. cerevisiae, multiplex flow cytometry, MLPCN library; AID 2016, 2009; GFP response vs DMSO, % at 10 µM; S. cerevisiae MEP2-GFP strain, 3 h; 100% = DMSO control level; 330,000 compounds, 0.51% hits;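 active means GFP response versus DMSO above a set limit, roughly screen mean plus 3 SD, cut at about 180% in these data; inconclusive means fewer than 70 cells counted for a yeast strain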;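 further: median GFP fluorescence of the barcode-gated MEP2-GFP cells per well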
Yeast superoxide: reduction of superoxide in aged yeast, primary screen, HTS; S. cerevisiae aged cells, superoxide DHE fluorescence; stronger effect = lower value; superoxide response (% of plate mean), % at 10 µM; 330,000 compounds, 0.18% hits;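 active means superoxide response under a set limit, about three screen SD below normal, cut at about 65% in these data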;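 further: yeast aged for seven days with compound at 30 °C before DHE staining; 100% = average MFI of all compound-treated wells on the plate with controls excluded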
AHR activator: AHR activators, primary screen, cell-based, luminescence, luciferase reporter, human; activation, % at 5 µM; 320,000 compounds, 2.5% hits; AHR-responsive luciferase reporter cells; in the data active means activation above about 47%;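 further: 0% = vehicle wells and 100% = reference agonist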
proCasp3 act: activators of human procaspase-3 D3A mutant, primary screen, biochemical, absorbance, PC-3 D3A mutant, single concentration | activation, % at 8.5 µM | Caspase-3 (Homo sapiens), P42574 | 330,000 compounds, 0.11% hits | recombinant procaspase-3 D3A, Ac-DEVD-pNA absorbance 405 nm;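 active means activation above the mean of all tested compounds plus 3 SD, cut at about 21% in these data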;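 further: 0% = DMSO alone and 100% = DMSO wells spiked with extra 5 µM PC-3 D3A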
Target sequence (P42574 whole entry D9A/D28A/D175A): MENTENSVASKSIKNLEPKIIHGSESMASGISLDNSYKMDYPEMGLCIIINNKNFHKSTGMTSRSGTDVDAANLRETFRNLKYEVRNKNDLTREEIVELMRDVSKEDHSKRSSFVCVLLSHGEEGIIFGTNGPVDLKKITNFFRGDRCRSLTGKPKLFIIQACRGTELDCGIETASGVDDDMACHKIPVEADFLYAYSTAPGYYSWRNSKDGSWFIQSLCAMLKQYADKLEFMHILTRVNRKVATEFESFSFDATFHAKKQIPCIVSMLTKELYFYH
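assay system = Procaspase-3 D3A mutant | signal = absorbance at 405 nm, 0 and 120 min | times = 1 h preincubation plus 2 h reaction at 25 °C | repeats = single replicate | read-out = % activation between DMSO and enzyme-spiked controls | medium = Zinc-free HEPES saline buffer with Triton X-100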
RPL19A TOR yeast: RPL19A-GFP expression modulators in yeast, primary screen, cell-based, S. cerevisiae, multiplex flow cytometry, MLPCN; S. cerevisiae RPL19A-GFP strain, 3 h; stronger effect = lower value; percent response vs DMSO, % at 10 µM; 330,000 compounds, 0.3% hits;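 active means percent response vs DMSO below 50%; inconclusive means fewer than 70 events counted for the yeast strain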;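 further: median channel GFP fluorescence of the barcoded RPL19A-GFP strain; ratio of sample median GFP to plate DMSO average so 100% = DMSO; lower means less RPL19A-GFP as with rapamycin TOR inhibition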
GASC-1 inh: inhibitors of GASC-1 histone demethylase, primary screen, biochemical, fluorescence, DELFIA europium; GST-JMJD2C(1-420) H3K9me3 demethylation; Lysine-specific demethylase 4C (Homo sapiens), Q9H3R0; 330,000 compounds, 0.069% hits; inhibition, % at 2.35 µM;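 active means more than half of a compound's replicate wells show inhibition beyond 50%, single wells judged on their own value; inconclusive means some, but no more than half, of replicates pass 50% inhibition; inactive means no replicate passes 50% inhibition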;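 further: signal counts dimethyl H3K9 product captured on neutravidin plate; 0% = median of DMSO wells and 100% = 0.3 times that DMSO median; strong numbers were not always called active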
Target sequence (Q9H3R0 1-420 limits assumed): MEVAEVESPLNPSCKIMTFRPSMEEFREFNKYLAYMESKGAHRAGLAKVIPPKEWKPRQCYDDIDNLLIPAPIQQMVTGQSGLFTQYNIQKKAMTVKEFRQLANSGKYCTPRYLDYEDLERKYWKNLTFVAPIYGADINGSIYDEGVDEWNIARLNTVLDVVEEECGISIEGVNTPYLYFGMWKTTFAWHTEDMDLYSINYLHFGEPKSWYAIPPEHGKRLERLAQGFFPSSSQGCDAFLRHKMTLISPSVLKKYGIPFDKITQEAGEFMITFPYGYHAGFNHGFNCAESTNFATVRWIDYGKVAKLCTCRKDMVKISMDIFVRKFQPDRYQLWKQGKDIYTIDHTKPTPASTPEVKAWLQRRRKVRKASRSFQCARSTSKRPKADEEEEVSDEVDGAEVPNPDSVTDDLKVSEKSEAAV
proCasp7 act: procaspase-7 activators, primary screen, counter-screen for procaspase-3 activator project, biochemical, absorbance, HTS, human. Caspase-7 (Homo sapiens), P55210. recombinant procaspase-7, Ac-DEVD-pNA absorbance 405 nm; D23A/D198A/D206A triple mutant, cannot self-cleave; scale: DMSO 0, 5 µM enzyme 100. activation, % at 8.5 µM. 330,000 compounds, 0.093% hits. AID 463210, 2010;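 active means percent activation above the screen-wide mean plus 3 SD, cut at about 25% in these data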
Target sequence (P55210 whole entry D23A/D198A/D206A): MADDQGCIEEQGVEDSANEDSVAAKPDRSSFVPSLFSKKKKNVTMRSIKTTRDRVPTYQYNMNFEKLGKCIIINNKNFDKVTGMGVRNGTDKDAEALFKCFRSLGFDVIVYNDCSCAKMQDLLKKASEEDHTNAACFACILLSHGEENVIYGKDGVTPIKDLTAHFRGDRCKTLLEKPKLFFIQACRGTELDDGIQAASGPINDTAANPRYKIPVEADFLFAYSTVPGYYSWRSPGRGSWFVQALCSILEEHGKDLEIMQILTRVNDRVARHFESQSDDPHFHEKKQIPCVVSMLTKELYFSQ
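System: Procaspase-7 triple mutant (PC-7 D3A); measure: % activation from two-timepoint absorbance difference, scaled to controls; times: 1 h compound preincubation, 2 h substrate cleavage, 25 °C; also added: Ac-DEVD-pNA substrate, 400 µM as added; measured by: Epi-absorbance of released pNA at 405 nm, two timepoints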
The depositor's hits bear a star; ? = inconclusive; · = not tested or not shown; [ ] = dose if it differs, or a comment.

Screens in order: LAP4-GFP MLPCN	MEP2 TOR yeast	Yeast superoxide	AHR activator	proCasp3 act	RPL19A TOR yeast	GASC-1 inh	proCasp7 act
> COc1ccccc1CN1CCN(C(=O)c2cccc3ccccc23)CC1
 : 117.8	101.8	100.3	-0.7	-11.3	96.6	19.6	1.8
> COc1ccc(/C=C(\NC(=O)c2cccs2)C(=O)N2CCOCC2)cc1OC
 : 90.0	80.5	97.1	-1.0	6.8	98.0	3.5	7.3
> CCN(CC)c1ccc(/C=C2\C(=O)N(c3nnc(C)c(=O)[nH]3)N=C2C)cc1
 : 105.6	99.5	81.7	2.9	-7.6	94.2	-4.8	-2.0
> Cc1ccccc1NC(=O)CC(=O)Nc1ccccc1C
 : 96.8	108.4	115.3	7.2	4.6	103.9	-2.6	-2.7
> CC(C)=CCc1cc(-c2oc3cc(O)cc(O)c3c(=O)c2O)ccc1O
 : 108.2	100.0	83.4	12.0	21.5*	96.3	-5.6	11.5
> C/C(N)=C(/C#N)C(=O)COC(=O)c1ccccc1Cc1ccccc1
 : 139.1	65.8	98.9	-0.3	-7.2	85.3	-0.3	10.7
> COCCNC(=S)N1CCN(C(c2ccccc2)c2ccccc2)CC1
 : 78.6	102.5	86.4	·	·	112.0	-1.5	·
> C=CCOc1cccc(C2C(C(=O)c3cc4ccccc4o3)=C(O)C(=O)N2c2cc(C)on2)c1 (stereo unspecified)
 : 110.8	100.6	121.6	0.5	-13.9	99.6	2.8	-5.9
> CN1CCN(C(=O)C2CC(=O)N(c3ccc(Cl)cc3)C2)CC1 (stereo unspecified)
 : 90.6	102.9	89.9	0.3	8.6	103.0	-2.1	-0.7
> COc1ccc(CONS(=O)(=O)c2ccc(NC(C)=O)cc2)cc1Cl
 : 94.9	99.7	78.0	2.2	4.4	93.4	0.4	9.1
> COc1ccccc1C(=O)Nc1ccnn1C1CCN(Cc2ccn[nH]2)CC1
 : 99.3[may fluoresce red]	100.2[may fluoresce red]	95.2	-1.9	2.9	?	5.4	13.3
> Cc1cc(Cl)c2ccc(Cl)cc2n1
 : 124.9	99.0	118.6	0.3	-13.7	97.1	5.7	9.6
> COc1ccc(CNC(=O)C2CCN(S(=O)(=O)c3cccnc3)CC2)cc1
 : 92.3	94.6	71.4	0.0	6.9	100.9	6.4	2.7
> CC(NC(=O)C1CCN(C(=O)[C@@H]2Cc3ccccc3CN2C(=O)OC(C)(C)C)CC1)c1ccccc1 (stereo partly specified)
 : 92.4	109.4	99.0	0.5	-0.8	90.0	1.2	-1.7
> CCc1nnc(N/N=C/c2ccc(N3CCC(C)CC3)c([N+](=O)[O-])c2)n1N
 : 96.1	108.5	112.7	10.9	-1.8	104.6	10.5	-14.6
> CC(C)[C@H](NS(=O)(=O)c1cccc(Cl)c1)C(=O)OCC(=O)NC(=O)CN1CCCC1=O
 : 102.6	104.2	103.2	0.5	7.6	103.5	2.7	-4.5
> CCN(CC)C(=O)C12CC3CC(CC(Br)(C3)C1)C2
 : 89.3	98.8	92.0	0.9	4.2	90.8	1.9	3.7
> CCOC(=O)C1CCN(C(=O)COc2cccc(C)c2)CC1
 : 97.1	96.5	86.9	0.6	-7.2	95.5	3.5	-5.2
> CC(OC(=O)CSc1ccc([N+](=O)[O-])cc1)C(=O)NCc1ccco1 (stereo unspecified)
 : 105.8	99.7	109.0	-4.2	15.1	93.6	-1.0	1.0
> Cc1noc(C)c1CSc1nnc(-c2ccccc2)o1
 : 101.0	99.9	128.8	-4.5	5.3	100.1	-21.9	-0.5

The results go on:
Screens in order: LAP4-GFP MLPCN	MEP2 TOR yeast	Yeast superoxide	AHR activator	proCasp3 act	RPL19A TOR yeast	GASC-1 inh	proCasp7 act
> O=C(NCCC(=O)N(CCc1ccccc1)Cc1ccccc1)c1ccccc1Cl
 : 98.5	85.3	84.1	1.0	3.8	95.6	-0.2	-2.3
> O=C(NCc1nc2ccccc2[nH]1)C1=C[C@@H](c2ccc(C(F)(F)F)cc2)C[C@@H](OCCCCO)O1
 : 137.2	104.1	96.3	14.7	-0.7	101.6	-8.4	1.0
> COc1ccc(OCC(O)Cn2c(N)nc3c2c(=O)[nH]c(=O)n3C)cc1 (stereo unspecified)
 : 111.5	95.8	109.9	2.3	-4.4	96.4	-2.4	-0.6
> CCOc1ccc2nc(SCC(=O)NNC(=O)c3ccco3)c(C)cc2c1
 : 88.8	98.7	109.4	1.5	14.4	92.3	-2.8	8.7
> O=c1cc(CN2CCc3ccccc32)nc2sccn12
 : 95.4	110.2	98.5	28.4	0.3	106.1	1.4	2.4
> CCOc1cc2[nH]c(=S)n(CCCN(CC)CC)c(=O)c2cc1OCC
 : 87.0	91.2	88.5	2.3	-6.6	97.6	14.4	4.5
> Cc1ccc2nc(SC(C)C(=O)N3CCCC3)[nH]c2c1 (stereo unspecified)
 : 96.1	100.0	106.0	73.1*	-0.8	99.7	25.3	4.4
> CC(C)C(NC(=O)C1CCCCC1)C(=O)NC1=NCCS1 (stereo unspecified)
 : 101.7	103.2	92.2	-0.4	-14.2	95.0	37.5	-3.7
> COC(=O)c1sccc1NC(=O)CC1C(=O)NCCN1C(=O)c1ccc(N(C)C)cc1 (stereo unspecified)
 : 104.3	86.2	116.1	3.4	2.4	94.4	12.2	5.5
> Cc1ccc(OCCN(C)C(=O)C2CCC(=O)N(CCCN3CCOCC3)C2)cc1 (stereo unspecified)
 : 91.7	88.7	95.3	4.3	-1.3	100.4	-9.1	-4.3
> Cc1cnc(=O)[nH]c1SCC(=O)c1ccc(F)cc1
 : 104.2	96.5	85.7	32.9	-19.7	96.8	-10.7	-26.2
> COc1ccc(N2CCN(C(=O)c3ccccc3)CC2)c([N+](=O)[O-])c1
 : 189.3*	89.2	100.0	6.2	4.0	70.4	5.4	-3.4
> CN1CCN(S(=O)(=O)c2cccc(C(=O)Nc3ccccc3N3CCCC3)c2)CC1
 : 101.7	99.5	86.6	2.4	5.8	98.1	0.8	7.7
> CCC(=O)N1CCc2cc(S(=O)(=O)CCC(=O)NCc3ccc(OC)cc3)ccc21
 : 92.1	92.0	102.4	1.3	-8.0	95.2	-1.1	8.7
> Cc1onc(-c2c(F)cccc2Cl)c1C(=O)N1CCc2ccccc21
 : 99.1	101.9	118.2	12.7	15.8	96.1	-3.1	3.4
> Cc1ccc(S(=O)(=O)N(C)C)cc1NC(=O)COC(=O)c1sc2cc(Cl)ccc2c1Cl
 : 95.5	102.0	124.6	2.1	0.0	119.8	5.0	-1.9
> CC1CN(S(=O)(=O)c2ccc(C(=O)N3CCc4ccccc43)cc2)CC(C)O1 (stereo unspecified)
 : 101.1	100.7	142.8	0.3	3.1	93.0	10.2	-4.4
> Cc1cccc(-n2cnc(C(=O)NC3CCCCCC3)c2)n1
 : 90.8	94.4	92.7	-10.1	-6.7	96.6	1.5	-1.1
> COc1ccc(C2(C(=O)NCc3ccccc3Cl)CCOCC2)cc1OC
 : 96.2	106.5	84.5	-1.6	-2.7	106.1	-37.8	-4.1
> COc1cc(/C=N/O)cc(Br)c1OCC(=O)NCc1ccccc1
 : 97.8	101.6	108.9	13.8	2.9	95.3	4.3	1.5

Some entries already given, showing only GASC-1 inh, MEP2 TOR yeast and LAP4-GFP MLPCN:
smiles	GASC-1 inh	MEP2 TOR yeast	LAP4-GFP MLPCN
COc1ccc(N2CCN(C(=O)c3ccccc3)CC2)c([N+](=O)[O-])c1	5.4	89.2	189.3*
Cc1cccc(-n2cnc(C(=O)NC3CCCCCC3)c2)n1	1.5	94.4	90.8
COc1ccc(OCC(O)Cn2c(N)nc3c2c(=O)[nH]c(=O)n3C)cc1 (stereo unspecified)	-2.4	95.8	111.5
COc1ccc(C2(C(=O)NCc3ccccc3Cl)CCOCC2)cc1OC	-37.8	106.5	96.2

More records follow.
Screens in order: LAP4-GFP MLPCN	MEP2 TOR yeast	Yeast superoxide	AHR activator	proCasp3 act	RPL19A TOR yeast	GASC-1 inh	proCasp7 act
> C[C@H](NC(=O)c1nc[nH]c1C(=O)NCc1ccc(CNC(=O)OC(C)(C)C)cc1)C(=O)OCc1ccccc1
 : 113.1	102.4	92.4	-1.1	0.9	97.0	-7.6	-5.2
> COc1ccc([N+](=O)[O-])cc1NCc1ccco1
 : 99.5	101.8	117.2	21.1	3.0	100.0	-0.2	-15.7
> O=C(OCC(=O)c1ccc[nH]1)c1ccc([N+](=O)[O-])cc1
 : 98.3	94.6	97.6	-0.4	-2.0	93.7	6.0	-11.2
> CN1C(=O)NC(c2ccc(C(F)(F)F)cc2)C2=C1CC(C)(C)CC2=O (stereo unspecified)
 : 92.5	103.5	87.1	1.1	7.7	102.9	-3.1	2.6
> Cc1cc(C(=O)COC(=O)c2ccc(Br)o2)c(C)n1Cc1ccco1
 : 91.8	91.6	109.8	14.3	-8.6	94.0	-0.1	-13.2
> CC(=O)c1ccc[n+](CC(=O)NC(C)c2ccccc2)c1 (stereo unspecified)
 : 96.2	110.0	88.1	1.6	1.0	105.7	7.3	-6.4
> O=C(Cc1ccccc1)NCCc1c[nH]c2ccccc12
 : 99.9	102.2	101.9	3.1	10.1	97.8	-7.4	9.0
> C#Cc1ccc(CN2CCC(C(=O)Nc3ccc(Oc4ccccc4)nc3)CC2)cc1
 : 90.0	101.4	86.9	7.6	-8.8	100.7	-1.7	-2.5
> CC(=O)c1cccc(NC(=O)Nc2ccc3c(c2)OCO3)c1
 : 65.2	100.0	93.5	·	·	107.6	6.8	·
> COc1ccc(CNC(=O)CN2C(=O)CSc3ccc(S(=O)(=O)N4CCOCC4)cc32)c(OC)c1
 : 107.2	119.9	91.5	3.8	3.5	115.8	-5.7	-0.9
> CCCCOC(=O)N1CCOCCOCCOCC1
 : 126.0	100.8	110.8	0.9	9.9	100.2	7.2	0.1
> CCn1cc(C(=O)NCCc2ccccc2)c(=O)c2cc(S(=O)(=O)N(C)C)ccc21
 : 90.0	98.5	99.3	1.9	-5.8	101.5	1.7	6.7
> COc1ccc(S(=O)(=O)N(C)C)cc1NCC(=O)Nc1ccc(F)cc1F
 : 100.3	106.4	98.7	4.9	-0.8	104.0	-389.7	7.2
> CN1CC(=O)N2C(c3ccc(Cl)cc3)c3[nH]c4ccccc4c3C[C@H]2C1=O (stereo partly specified)
 : 96.8	102.1	94.8	9.4	6.8	102.8	1.1	5.3
> COc1ccccc1CNC(=O)c1cc(C(C)C)nc2ccccc12
 : 107.5	96.9	99.0	9.0	-5.7	100.1	-5.6	-2.4
> Cc1ccc(C(O)P(=O)(OC(C)C)c2ccc(N(C)C)cc2)cc1 (stereo unspecified)
 : 97.5	86.2	86.9	-0.2	3.1	91.6	3.6	7.0
> COc1ccc(NC(=O)COC(=O)CCc2ccccc2)c(OC)c1
 : 92.0	96.9	108.4	-0.9	3.0	94.5	-2.4	5.3
> CC(C)c1cc[n+](-c2nc([O-])sc2C=O)cc1
 : 82.6	84.5	102.4	3.3	0.8	87.4	-9.6	-17.4

Rows are unselected. About 3.8% of those tested had a hit in this group.
